Screening results: PubChem, National Center for Advancing Translational Sciences (NCATS)
AmpC inh detg: qHTS Inhibitors of AmpC Beta-Lactamase (assay with detergent); P00811; AmpC hydrolysis of nitrocefin, absorbance 480 nm, 0.01% Triton; Potency, µM (series often up to 114 µM), inactives show top-dose activity change, negative = inhibition, actives largely listed as inhibitors; 370,000 compounds, 0.041% hits; AID 485294, 2010;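 further: potency means the concentration at half of the fitted maximal effect; 0% = no-compound wells and -100% = no-enzyme wells; nearly all actives have a fitted effect of over 25% in size; some results filed as inactive show a strong effect at the top dose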
Target sequence (P00811 whole entry, looked up): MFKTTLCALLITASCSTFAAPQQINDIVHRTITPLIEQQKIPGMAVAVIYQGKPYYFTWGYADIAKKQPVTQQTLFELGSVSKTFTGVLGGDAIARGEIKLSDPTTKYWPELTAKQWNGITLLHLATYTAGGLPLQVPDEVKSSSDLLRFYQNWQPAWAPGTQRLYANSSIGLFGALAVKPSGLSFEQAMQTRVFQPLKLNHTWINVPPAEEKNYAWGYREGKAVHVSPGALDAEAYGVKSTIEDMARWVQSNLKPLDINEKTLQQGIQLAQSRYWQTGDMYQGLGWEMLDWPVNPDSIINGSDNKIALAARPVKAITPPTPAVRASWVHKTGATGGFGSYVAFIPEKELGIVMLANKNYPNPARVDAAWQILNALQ
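20 mM phosphate pH 7.0 + 0.01% (detergent screen) or 0.0001% Triton X-100; 5.3 nM AmpC reagent; cpd preinc 15 min RT; nitrocefin (800 uM stock) to start; A480 q20 s × 4 min; Activity was normalised to no-enzyme and no-compound control wells.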
Shiga inhibitor: A qHTS for Small Molecule Inhibitors of Shiga Toxin. Vero cells, Shiga toxin protein synthesis inhibition reporter. inhibition, % at 38.7 µM. 290,000 compounds, 9.2% hits; in the data active means inhibition mostly above about 28%, no sharp cut-off; inactive means mostly below about 43%; further: 0% is about no effect
Cycloheximide cs: Cycloheximide Counterscreen for Small Molecule Inhibitors of Shiga Toxin. 300,000 compounds, 12% hits. max response, %. cell reporter, cycloheximide protein synthesis inhibition counterscreen; in the data active means max response mostly above about 13%, no sharp cut-off; inactive means mostly below about 14%; further: read at 38.3 µM for the half of the compounds with a filed dose; 0% is about no effect
HCMV inh: qHTS Assay for inhibitors of the human cytomegalovirus (HCMV); HFF cells, HCMV-luciferase reporter, 72 h; hits give low values; activity change, negative = inhibition, % at 57.5 µM; 410,000 compounds, 4.5% hits; in the data active means activity change below about -60%; inconclusive means no clear call, values can overlap the other calls; inactive means above about -39%; further: on the % scale 0 is the no-effect control and ±100 the full control effect
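Screen run at 2 compound doses on HFFs infected with reporter HCMV, MOI 1 PFU/cell. Luciferase activity from cell lysates at 72 h post infection gave inhibition relative to buffer-only and Salinomycin wells.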
AmpC inh no detg: qHTS Inhibitors of AmpC Beta-Lactamase (assay without detergent); AID 485341, 2010; AmpC nitrocefin hydrolysis, absorbance 480 nm, 0.0001% Triton; 330,000 compounds, 0.52% hits; Potency, µM (doses to about 57.1 µM), inactives show at the highest dose activity change, negative = inhibition, actives largely listed as inhibitors; P00811;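 further: potency means the concentration at half of the fitted maximal effect; plate controls were no compound for no effect and no enzyme for full effect; nearly all actives have a fitted effect of over 20% in size; some results filed as inactive show a strong effect at the top dose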
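AmpC (5.3 nM in the dispensed reagent) in 20 mM phosphate pH 7.0 with 0.01% (detergent screen) or 0.0001% Triton X-100 was preincubated with compounds for 15 min at room temperature. Nitrocefin was then added from an 800 uM solution, and hydrolysis was followed at 480 nm.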
FBPA Giardia inh: qHTS Assay for Inhibitors of Fructose-1,6-bisphosphate Aldolase from Giardia Lamblia. Potency, µM (titrated, usually from 59.6 µM), without a hit: top-dose activity, negative = inhibition, actives largely listed as inhibitors. 290,000 compounds, 0.71% hits. purified Giardia FBPA. AID 2451, 2010; further: potency means the concentration at half of the fitted maximal effect; on the % scale 0 is the no-effect control and ±100 the full control effect; nearly all actives have a fitted effect of over 55% in size
Target sequence (A8B2U2 whole entry, looked up): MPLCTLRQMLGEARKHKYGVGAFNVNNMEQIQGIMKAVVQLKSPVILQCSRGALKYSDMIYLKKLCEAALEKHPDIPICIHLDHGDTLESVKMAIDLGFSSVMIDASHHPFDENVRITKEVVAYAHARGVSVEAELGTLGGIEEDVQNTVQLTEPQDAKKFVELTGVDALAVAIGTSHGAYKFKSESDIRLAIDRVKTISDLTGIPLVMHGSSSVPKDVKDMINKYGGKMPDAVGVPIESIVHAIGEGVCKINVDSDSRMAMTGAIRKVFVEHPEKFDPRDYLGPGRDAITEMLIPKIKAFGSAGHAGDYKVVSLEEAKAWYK
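Giardia FBPA (40 nM reagent) was preincubated 10 min at RT with compound (up to 57.5 uM final), then substrate plus GAPDH/TPI/NAD/arsenate coupling system with diaphorase/resazurin was added; resorufin fluorescence (525/598 nm) was read after 20 min.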
AMA1-RON2 inh: qHTS for Inhibitors of AMA1-RON; Towards Development of Antimalarial Drug Lead: Primary Screen | Plasmodium falciparum AMA1 (3D7) - RON2 peptide interaction | AlphaScreen AMA1-biotinylated RON2 peptide binding | Potency, µM (highest dose often 58.2 µM), for inactives: top-dose activity change, negative = inhibition, usual class: inhibitors | 360,000 compounds, 0.2% hits | AID 720542, 2013;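 further: potency means the concentration at half of the fitted maximal effect; 0% = vehicle wells and -100% = peptide control; nearly all actives have a fitted effect of over 45% in size; some results filed as inactive show a strong effect at the top dose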
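AMA1 (3D7) with his tag at 25 nM final met compounds first, then biotinylated RON2 peptide at 25 nM; detection used donor plus acceptor beads, 10 µg/mL apiece, read by AlphaScreen after 30 min at room temperature.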
Numbers without * were called inactive; ? = inconclusive; . = not tested or not shown; & = joins results of further samples; ! = a repeat was not active; [ ] = remark or other dose. Unless noted, the call rests on the fitted dose curve; in most records, active means well fitted curve in the direction sought with a large enough effect; inconclusive means small, poorly fitted or top-dose-only effect, or another doubt; inactive means no such curve, though single readings can be large; an effect the other way counts as inactive or inconclusive.

SMILES	AmpC inh detg	Shiga inhibitor	Cycloheximide cs	HCMV inh	AmpC inh no detg	FBPA Giardia inh	AMA1-RON2 inh
Cc1cc(C)nc(SCc2c(F)cccc2Cl)n1	-12.5%	16.3	-1.6	14.2	-13.9%	8.3%	31.1%[activator]
O=c1c2ccccc2nc(SCc2cccc(F)c2)n1-c1cccc(S(=O)(=O)N2CCCC2)c1	?	-5.7	3.2	-37.3	-24.8%	-15.3%	-2.0%
O=C(c1ccco1)N1CCN(C(c2ccccc2F)c2nnnn2Cc2cccs2)CC1 (stereo not given)	?	25.4	9.4	-12.9	-15.8%	4.3%	-3.8%
Cc1ccc(NC(=S)N2CCC(c3nc4ccccc4s3)CC2)cc1	1.6%	18.2	11.9	-24.1	-7.9%	-5.9%	-8.8%
Cc1cc(C(=O)CSc2nc3ccccc3c(=O)[nH]2)c(C)n1C	10.7%	132.5*	33.7*	34.9	-16.5%	-18.2%	6.1%
Cc1[nH]c2ccccc2c1C(=O)CN1CC(C)CC(C)C1 (stereo not given)	3.3%	-6.3	-1.8	9.6	-15.1%	-9.5%	-11.3%
CCNC(=O)CCCOc1ccc(Cl)cc1Cl	0.0%	53.9*	28.8*	18.6	15.6%	3.9%	13.0%
Cc1cccc(C(=O)Nc2ccc(C(=O)/C=C/c3cccnc3)cc2)c1	-11.2%	-3.5	23.7*	18.2	-15.7%	-4.3%	-7.0%
Cc1ccc(Nc2nnc(C3C(=O)N(C)C4(C)CC3c3cc(Br)ccc3O4)s2)cc1 (stereo not given)	-0.1%	-4.7	-6.2	-16.8	23.1%	1.2%	-17.5%
CN(C)/C=C(\C(=O)c1ccccc1)c1nnnn1-c1ccccc1	3.6%	4.6	-1.9	26.3	3.0%	-1.1%	16.7%
Nn1c(SCC(=O)Nc2ccc3c(c2)OCCO3)nnc1-c1ccccn1	-1.5%	-7.4	-3.9	?	.	6.0%	-4.7%
COc1ccc(NC(=O)CSc2nnc(-c3ccoc3C)n2CC2CCCO2)cc1 (stereo not given)	-8.4%	11.0	3.0	1.4	1.3%	7.8%	-13.1%
NC(N)=N/N=C/c1c(Cl)cccc1Cl	-0.1%&-9.6%	-3.7&-3.9	0.7&-2.5	-73.0*!	-29.2%&-37.2%	-9.8%&-4.0%&-7.3%	0.0%&5.4%
Cn1c(C(=O)N2CCN(c3ccc([N+](=O)[O-])cc3)CC2)cc2c(=O)[nH]c3ccccc3c21	-0.8%	11.0	0.4	8.0	-4.0%	-2.5%	-0.5%
COc1cc2[nH]c(C(=O)N3CC(C)OC(C)C3)cc2c(OC)c1OC (stereo not given)	3.5%	-5.4	-1.9	117.4	-6.0%	-7.7%	6.2%
COc1ccc(C=O)cc1CSc1ncccc1C(=O)O	0.6%	3.0	7.7	5.6	-13.8%	-5.9%	-5.0%
O=C1ON=C(c2ccccc2[N+](=O)[O-])/C1=C/c1cccc([N+](=O)[O-])c1O	1.0%	.	.	15.3	-13.6%	.	-9.7%
CCN1C(=O)C(O)(C2COC(C)(C)CC2=O)c2ccccc21 (stereo not given)	-4.2%	-4.3	-3.4	24.7	-9.4%	.	2.8%
Cc1cc(C2CC(=O)Nc3ccccc3S2)c(C)s1 (stereo not given)	-8.8%	-5.9	-2.6	-15.3	-18.1%	?	-1.6%
O=C(c1cn(Cc2ccccc2)nc1-c1ccccc1)N1CCN(c2ccccn2)CC1	5.2%	.	.	-16.1	43.9%	.	-4.0%
COc1ccc(S(=O)(=O)N2CCC(C(=O)NC3CC(C)(C)NC(C)(C)C3)CC2)cc1	-3.5%	-12.9	-1.0	?	-15.5%	.	3.7%
COc1ccc(N(C(=O)c2cccnc2)S(=O)(=O)c2ccc(Cl)cc2)cc1	-3.0%	-0.4	3.3	30.5	32.4%	-14.6%	-10.9%
COc1cc(NC(=O)CCC(=O)OCCCC(F)(F)C(F)(F)F)nc(OC)n1	2.2%	9.3	-6.0	-39.0	69.5%[activator]	-0.2%	2.3%
COc1ccc(/C=C2\SC(=S)N(CCCC(=O)Nc3ccccc3C(=O)O)C2=O)cc1OC	3.3%	1.5	-0.8	.	30.4%	.	-9.1%
O=S(=O)(c1ccccc1F)N1CCC(c2nc3ccccc3[nH]2)CC1	4.2%	22.7	-8.4	-16.5	-21.8%	-2.5%	-4.1%
O=C(Cc1ccc(S(=O)(=O)N2CCCC2)s1)Nc1nc2c(s1)CCCC2	?	46.0*	28.2*	5.5	14.1µM*	-15.0%	4.8%
Cc1ccc(CSC2=NCCN2S(=O)(=O)c2ccccc2)cc1	3.0%	7.6	10.4	45.0	-0.9%	-21.2%	11.2%
CSCCC(=O)N1CCN(CC(=O)N2CCCC2)CC1	-5.5%	-7.3	-6.2	13.1	0.8%	-3.6%	4.5%
O=P(CCCO)(Cc1ccccc1)Cc1ccccc1	?	1.0	-6.7	6.3	0.8%	0.9%	-7.0%
S=c1[nH]nc(COc2ccc(Cl)cc2)o1	-6.2%	9.9	10.7	?	-20.4%	27.1%	-4.0%
S=C1NCCc2ccc(Cl)cc2C1c1ccccc1Cl (stereo not given)	-4.2%	2.0	-2.0	-30.3	-35.4%	-3.2%	91.1%[activator]
COc1cc(/C=C/C(=O)OCC(=O)Nc2cc(S(=O)(=O)N3CCCCC3)ccc2C)ccc1O	2.0%	14.1	-5.7	-4.3	-24.1%	-5.3%	-4.5%
CCOC(=O)C1CCCN(C(=O)c2cc(S(=O)(=O)Nc3ccccc3OC)ccc2C)C1 (stereo not given)	-1.2%	-4.3	-1.6	0.0	50.5%	1.6%	-15.4%
Cc1cc(-c2nc(C)c(C(=O)NNS(=O)(=O)c3ccc(Cl)cc3Cl)s2)no1	6.1%	13.6	4.2	13.8	-30.4%	-8.1%	33.2%[activator]
Fc1ccccc1CNc1ccc(Cl)c(Cl)c1	-10.1%	59.4	18.8	-32.1	-19.9%	2.2%	23.1%
Cn1cnnc1SCC(=O)NCCC1=CCCCC1	.	.	.	53.4	-37.9%	.	0.1%[11.6 µM]
COC(=O)c1[nH]c2ccc(C)cc2c1NC(=O)CN1CCC(C)CC1	-0.5%	-19.1	-4.8	-30.4	-3.3%	3.3%	1.3%
CCOc1cc(N2CCOCC2)c(OCC)cc1NC(=O)C(C)Oc1ccccc1 (stereo not given)	.	.	.	2.2	142.6%[activator]	.	?
Cc1ccc(C(c2nnnn2Cc2cccs2)N2CCN(C(=O)c3ccco3)CC2)cc1 (stereo not given)	2.4%	-0.3	0.8	51.1	68.9%[activator]	-12.9%	-18.6%
CC(=O)N1CCN(c2ccc(NC(=O)c3cc(Cl)ccc3Cl)cc2)CC1	-15.0%	.	-3.0	-37.3	-7.4%	13.9%	-7.0%
COC(=O)N(NC(=O)C(O)(C(C)C)C(C)C)c1ccccc1	2.0%	15.6	1.8	3.0	-4.8%	2.3%	4.5%
COc1ccc(CNC(=O)C2CCCN(S(=O)(=O)c3cnc[nH]3)C2)cc1 (stereo not given)	?	7.0	-3.5	-39.4	-2.5%	2.7%	-9.3%
COc1cc2sc3cc(NCCCN4CCOCC4)ccc3c(=O)c2cc1OC	.	.	.	10.9	156.9%[activator]	.	-0.6%
Cc1cc(/C=N/NC(=O)c2cccc([N+](=O)[O-])c2)c(C)n1-c1ccc(Cl)cc1Cl	-4.1%	-9.4	13.6	?	-33.9%	-2.4%	-10.1%
NC[C@@H](O)c1ccc(O)c(O)c1	.	-1.6&13.7	-9.1&-5.4	.	.	?	.

Two entries from above, in markdown.
| SMILES | AmpC inh detg | Shiga inhibitor | Cycloheximide cs | HCMV inh | AmpC inh no detg | FBPA Giardia inh | AMA1-RON2 inh |
| --- | --- | --- | --- | --- | --- | --- | --- |
| O=C(c1cn(Cc2ccccc2)nc1-c1ccccc1)N1CCN(c2ccccn2)CC1 | 5.2% | . | . | -16.1 | 43.9% | . | -4.0% |
| O=c1c2ccccc2nc(SCc2cccc(F)c2)n1-c1cccc(S(=O)(=O)N2CCCC2)c1 | ? | -5.7 | 3.2 | -37.3 | -24.8% | -15.3% | -2.0% |

The listing continues.
SMILES	AmpC inh detg	Shiga inhibitor	Cycloheximide cs	HCMV inh	AmpC inh no detg	FBPA Giardia inh	AMA1-RON2 inh
CC(=O)Nc1ccc(NC(=O)CC2SC(=O)N(CC(=O)c3ccccc3)C2=O)cc1 (stereo not given)	-7.3%	4.2	2.3	90.7	-19.5%	6.8%	0.1%
O=C(COc1coc(CN2CCN(c3ccccc3)CC2)cc1=O)Nc1ccccc1	-0.7%	.	.	10.0	-15.7%	.	11.2%
CSCCC(NS(=O)(=O)c1ccccc1F)C(=O)NCCCn1nc(C)cc1C (stereo not given)	-13.8%	.	.	2.4	-8.2%	.	-0.2%
CC(=O)Nc1ccc(S(=O)(=O)NC2CC(=O)N(c3ccc(C)c(C)c3)C2)cc1 (stereo not given)	?	.	.	-2.3	-6.6%	.	9.7%
COc1ccc(-n2cnc3sc(-c4ccccc4)cc3c2=O)cc1	?	42.6	43.1*	-86.5*	35.2%[activator]	0.7%	-1.6%
CCC1=NN(C(=O)CCc2ccccc2O)C(O)(C(F)(F)F)C1 (stereo not given)	?	-8.2	4.7	-27.9	-16.2%	1.0%	-3.9%[2.32 µM]
Cc1cc(C)c2c(N)c(C(=O)NC3CC3)sc2n1	0.6%	15.2	12.8	2.8	-20.0%	-7.2%	-0.6%
CN(C)/N=C/c1ccc(P(c2ccc(/C=N/N(C)C)o2)c2ccc(/C=N/N(C)C)o2)o1	?	3.7	0.5	-61.9*	36.5%[11.4 µM]	0.0%	?
COc1ccccc1NC(=O)CSc1ccc2nnc(CCNC(=O)c3ccccc3)n2n1	2.4%	-12.7	-1.2	-32.4	41.6%	.	-8.9%
CC1(C)CC[C@]2(C(=O)O)CC[C@]3(C)C(=CC[C@@H]4[C@@]5(C)CC[C@H](O[C@@H]6O[C@H](C(=O)O)[C@@H](O)[C@H](O[C@@H]7OC[C@H](O)[C@H](O)[C@H]7O)[C@H]6O)C(C)(C)[C@@H]5CC[C@]43C)[C@@H]2C1	.	.	.	-100.4*	149.9%[activator]	.	-2.5%
O=C(NCC1CCOCC1)c1ccc2nc(Cc3cccc(Cl)c3)oc2c1	3.8%	-13.0	-2.2	-15.3	-20.3%	.	18.6%
Clc1cccc(Nc2nc(N3CCOCC3)nc(N3CCOCC3)n2)c1	1.3%	-11.8	-6.6	27.6	74.5%[activator]	-19.5%	0.0%
COc1cc(C(=O)NC2=NCCS2)ccc1OCc1c(C)noc1C	-16.1%	6.6	1.2	88.3	-0.7%	0.4%	-0.3%
CC1CCCC(NC(=O)CN2C(=O)c3cccnc3Oc3ccc(Cl)cc32)C1C (stereo not given)	?	-1.1	7.4	-19.2	103.5%[activator]	7.1%	-3.0%

This is a random part of the collection. Share with any hit: about 16%.
